Vif-APOBEC3F blk = inhibitors of Vif-A3F interaction; 390,000 tested, 0.2% active; Potency, µM (highest dose often 46.1 µM), inactives show top-dose activity, negative = active; HeLa A3F-eYFP + Vif (tagged APOBEC3F with the HIV-1 protein that degrades it), YFP fluorescence increase; further: potency means the concentration at half of the fitted maximal effect; % of control where 0% means no effect; nearly all actives have a fitted effect of over 65% in size
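Fluorescence increase (Ex 488/Em 500-530) after overnight compound treatment at 37 deg C flags inhibition of Vif-driven A3F-eYFP loss in stable HeLa A3F-eYFP/Vif cells seeded overnight beforehand.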
IDH1 R132H inh = inhibitors of human mutant IDH1 R132H | IDH1-R132H enzyme, NADPH consumption, diaphorase/resazurin fluorescence | O75874 | Potency, µM (doses to about 76.6 µM), for inactives: at the top dose activity change, negative = inhibition, actives largely listed as inhibitors | 390,000 tested, 0.093% active; further: potency means the concentration at half of the fitted maximal effect; on the % scale 0 is the no-effect control and ±100 the full control effect; nearly all actives have a fitted effect of over 65% in size
Target sequence (O75874 whole entry R132H, stated change not applied): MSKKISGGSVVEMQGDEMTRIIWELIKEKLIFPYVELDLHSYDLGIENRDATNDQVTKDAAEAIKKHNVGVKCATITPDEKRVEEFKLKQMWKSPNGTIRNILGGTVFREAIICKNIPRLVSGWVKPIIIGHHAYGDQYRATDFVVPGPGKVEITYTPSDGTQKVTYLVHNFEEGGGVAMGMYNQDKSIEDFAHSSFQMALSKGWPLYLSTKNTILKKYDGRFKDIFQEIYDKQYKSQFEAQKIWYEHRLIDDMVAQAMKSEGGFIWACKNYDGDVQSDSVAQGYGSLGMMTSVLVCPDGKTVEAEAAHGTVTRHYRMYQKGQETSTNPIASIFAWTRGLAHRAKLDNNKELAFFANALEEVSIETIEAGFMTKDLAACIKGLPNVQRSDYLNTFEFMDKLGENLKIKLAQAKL
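IDH1-R132H (0.5 ug/mL) preincubated 30 min with compound, then NADPH (0.016 mM) and alpha-KG (2 mM) added; 80 min at RT, pH 7.5. Remaining NADPH coupled via diaphorase/resazurin to fluorescence (540/590 nm); concentration-response curves normalized to no-enzyme control.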
Vif-APOBEC3G blk = blocks the Vif interaction with human APOBEC3G; HeLa A3G-eYFP + Vif (tagged APOBEC3G with the HIV-1 protein that degrades it), YFP fluorescence, overnight; AID 602310; Potency, µM (series often up to 46.1 µM), for the others: at the top dose activity, negative = active, actives largely listed as inhibitors; 410,000 tested, 0.076% active; Q9HC16;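 further: potency means the concentration at half of the fitted maximal effect; on the % scale 0 is the no-effect control and ±100 the full control effect; nearly all actives have a fitted effect of over 60% in size; hits raise eYFP signal because A3G escapes Vif-driven loss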
Target sequence (Q9HC16 whole entry, looked up): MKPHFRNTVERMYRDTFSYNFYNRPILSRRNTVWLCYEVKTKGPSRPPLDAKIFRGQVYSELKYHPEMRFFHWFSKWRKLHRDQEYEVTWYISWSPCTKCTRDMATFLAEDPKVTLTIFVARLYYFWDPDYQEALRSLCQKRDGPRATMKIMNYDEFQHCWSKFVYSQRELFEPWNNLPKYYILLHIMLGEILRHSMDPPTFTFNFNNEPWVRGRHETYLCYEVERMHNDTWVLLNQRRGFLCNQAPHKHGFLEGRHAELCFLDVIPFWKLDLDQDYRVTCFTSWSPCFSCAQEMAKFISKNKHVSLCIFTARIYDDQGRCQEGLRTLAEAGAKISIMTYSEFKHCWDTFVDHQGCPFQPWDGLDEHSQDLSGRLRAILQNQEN
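Read-out is eYFP fluorescence (Ex 488/Em 500-530) from Vif-expressing HeLa A3G-eYFP cells; more signal means A3G escaped Vif-mediated degradation. Cells plated overnight, compound pinned in, incubated overnight at 37 deg C.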
TrxR1 substrate = substrates of rat thioredoxin reductase 1 | purified TrxR1 substrate turnover, NADPH consumption readout | Potency, µM (titrated, usually from 114 µM), without a hit: at the top dose activity change, negative = substrate turnover | 390,000 tested, 0.01% active | AID 588456; further: potency means the concentration at half of the fitted maximal effect; on the % scale 0 is the no-effect control and ±100 the full control effect; nearly all actives have a fitted effect of over 50% in size
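Rat TrxR1, dispensed at 90 nM, was prereduced with 400 uM NADPH (final) for 5 min at ~22 deg C, then incubated with compound 15 min before 400 uM selenite. A first-read NADPH fluorescence drop versus no-compound background flagged substrates.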
RGS4 inh = human RGS4 inhibition; AID 504845; P49798; 390,000 tested, 0.039% active; Transcreener GDP fluorescence polarization, RGS4-accelerated GTP hydrolysis; Potency, µM (top dose mostly 114 µM), for the others: at the top dose activity change, negative = inhibition, actives largely listed as inhibitors; further: potency means the concentration at half of the fitted maximal effect; on the % scale 0 is the no-effect control and ±100 the full control effect; nearly all actives have a fitted effect of over 75% in size; some results filed as inactive show a strong effect at the top dose
Target sequence (P49798 whole entry, looked up): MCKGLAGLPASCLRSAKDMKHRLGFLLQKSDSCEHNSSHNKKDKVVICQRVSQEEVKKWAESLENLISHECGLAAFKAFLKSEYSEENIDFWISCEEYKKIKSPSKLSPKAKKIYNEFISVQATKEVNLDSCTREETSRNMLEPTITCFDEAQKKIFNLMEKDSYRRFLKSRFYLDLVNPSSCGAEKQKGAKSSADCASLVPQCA
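MLSMR compounds (23 nl, pin-transferred) preincubated 10 min at room temperature with a 500nM (2x) first reagent, then RGS4 at 900nM (2x) plus Transcreener GDP mix added; fluorescence polarization (620/688 nm) read before and after 90 min at 30 °C.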
USP1 inh = USP1/UAF1 (human) deubiquitinase inhibition; AID 743255; recombinant USP1/UAF1, Ub-Rhodamine cleavage fluorescence; O94782; Potency, µM (doses to about 57.1 µM), for the others: at the highest dose activity change, negative = inhibition, actives largely listed as inhibitors; 390,000 tested, 0.23% active; further: potency means the concentration at half of the fitted maximal effect; on the % scale 0 is the no-effect control and ±100 the full control effect; nearly all actives have a fitted effect of over 60% in size; inactives centre near -12
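USP1/UAF1 complex at 1 nM was preincubated with compound for 15 min at room temperature, then Ub-Rho substrate (150nM final) was added. Fluorescence (480/540 nm) was read kinetically, 6 reads every 60 seconds.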
TrxR1 inh = rat TrxR1 inhibition; O89049; recombinant rTrxR1, NADPH fluorescence consumption, selenite substrate; Potency, µM (titrated, usually from 114 µM), inactives show top-dose activity change, negative = inhibition, usual class: inhibitors; 390,000 tested, 1% active; AID 588453; further: potency means the concentration at half of the fitted maximal effect; on the % scale 0 is the no-effect control and ±100 the full control effect; nearly all actives have a fitted effect of over 65% in size
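Rat TrxR1 (90 nM in the dispensed reagent) was pre-reduced with 400 uM NADPH for 5 min at room temperature, then incubated with compound for 15 min. After 400 uM selenite was added, NADPH fluorescence (Ex 340/Em 450 nm) was followed for 8 min.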
LDHA inh = LDHA (human) enzyme inhibition. P00338. purified LDHA, NADH/diaphorase-resazurin fluorescence; stronger effect = lower value. activity change, % (values are at about 110 or 230 µM). 480,000 tested, 0.15% active. AID 1347041; in the data active means activity change below about -30%; inconclusive means mostly about -25% to -30%;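 further: plate controls were DMSO wells for no effect and wells without enzyme for full effect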
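Human LDH5 (2 nM) was incubated with 0.06 mM NADH and 0.2 mM pyruvate for 5 min at room temperature in Tris pH 7.4. Remaining NADH was coupled through diaphorase/resazurin, and resorufin fluorescence was read at 0 and 20 min.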
GRP78 ERSR act = ER stress response induction in glioma. U87-MG GRP78 promoter luciferase reporter, 16 h. Potency, µM, without a hit: at the highest dose activation, most hits filed as activators. 420,000 tested, 0.02% active. AID 602332; further: potency means the concentration at half of the fitted maximal effect; series mostly up to about 76 µM; % of control where 0% means no effect; nearly all actives have a fitted effect of over 35% in size
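Stably transfected U87-MG human glioma cells carrying a GRP78-based luminescent sensor were seeded at 1000 cells/well, pin-dosed with compounds and incubated 16 h. Luciferase reagent was then added, and end-point luminescence was read after 10 min at room temperature.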
Numbers without * were called inactive; ? = inconclusive; . = no result given; & = joins results of further samples; [ ] = dose if it differs, or a comment. Unless noted, the call rests on the fitted dose curve; in most records, active means well fitted curve in the direction sought with a large enough effect; inconclusive means small, poorly fitted or top-dose-only effect, or another doubt; inactive means no such curve, though single readings can be large; an effect the other way counts as inactive or inconclusive. Only part of the results is shown; count on the stated rates, not on these rows.

The first two records (preview)
Structure	TrxR1 inh	GRP78 ERSR act	TrxR1 substrate	IDH1 R132H inh	LDHA inh	RGS4 inh	Vif-APOBEC3F blk	Vif-APOBEC3G blk	USP1 inh
COc1ccc(Cn2c(=O)c3oc4ccccc4c3n(CC(=O)Nc3ccc(F)cc3F)c2=O)cc1	21%	-3%	2%	4%	4	1%	?	2%	-5%
O=C(OCC(=O)N1CCOCC1)c1ccc(Cl)cc1[N+](=O)[O-]	-11%	2%	-10%	0%	-10	-2%	1%	1%	-18%

Results, from the first entry:
Structure	TrxR1 inh	GRP78 ERSR act	TrxR1 substrate	IDH1 R132H inh	LDHA inh	RGS4 inh	Vif-APOBEC3F blk	Vif-APOBEC3G blk	USP1 inh
COc1ccc(Cn2c(=O)c3oc4ccccc4c3n(CC(=O)Nc3ccc(F)cc3F)c2=O)cc1	21%	-3%	2%	4%	4	1%	?	2%	-5%
O=C(OCC(=O)N1CCOCC1)c1ccc(Cl)cc1[N+](=O)[O-]	-11%	2%	-10%	0%	-10	-2%	1%	1%	-18%
Cc1ccnc(NC(c2ccccn2)c2c(C)[nH]c3ccccc23)c1 (stereo unspecified)	?	-2%	12%[11.4 µM]	4%	-1	-19%	5%	-1%	5%
Cc1cc(OC(F)F)ccc1NC(=S)NC1CCCC1	1%	-2%	1%	-8%	2	8%	-11%	-5%	-17%
Cc1cccc(NC(=S)N/N=C/C(C)c2ccccc2)c1C (stereo unspecified)	-22%[57.1 µM]	1%	-3%[57.1 µM]	-6%	2	13%	-5%	1%	-1%
O=C(NCCCN1CCCCC1)c1sc2ncccc2c1-n1cccc1	21%[57.1 µM]	-3%	0%[57.1 µM]	14%	-7	20%	5%	-2%	?
O=C1N/C(=N/N=C/c2ccc(F)cc2)SC1c1ccccc1 (stereo unspecified)	-1%	3%	-11%	3%	-19	2%	2%	-8%	-5%
CCN(CC)C1=C(Cl)C(=O)C(Cl)C12OCCO2 (stereo unspecified)	15%[57.1 µM]	-1%	-1%[57.1 µM]	19%	-7	-5%	-5%	-1%	5%
COc1ccc(OCc2nnc(SC(C)C(=O)Nc3ccc(N4CCOCC4)cc3)n2C)cc1 (stereo unspecified)	31%	0%	15%	4%	-2	-6%	5%	-1%	-16%
C/C=C(/C)C(=O)OC1Cc2c(ccc3ccc(=O)oc23)OC1(C)C (stereo unspecified)	-9%	-2%&-1%	38%[activator]	6%	4	-10%	3%	0%	-23%
COc1ccc(OCC2CCNCC2)cc1	?	-3%	-4%[11.4 µM]	1%	0	30%	-1%	6%	-3%
O=C(CSC1=NCCS1)Nc1nc(-c2ccccc2)cs1	-16%	3%	-9%	6%	-2	-19%	-4%	2%	-24%
COc1ccc(OC(C)c2nc3ccccc3[nH]2)cc1 (stereo unspecified)	5%	-1%	-3%	5%	16	10%	0%	1%	?
CCc1ccc(/C=C2\SC(=S)N(CCCC(=O)Nc3ccccc3C(=O)O)C2=O)cc1	-2%	-16%	0%	10%	-13	?	-17%	1%	?
Cc1noc(C)c1CSc1cc(C)c2ccccc2n1	12%	-1%	1%	7%	-4	-7%	-5%	-11%	0%
COc1cc2c(cc1/C=C1/NC(=O)N(c3ccccc3)C1=O)OCO2	-18%	1%	-8%	0%	-1	20%	?	0%	2%
Cc1cccc(OCCCn2c(=O)sc3ccccc32)c1	11%	8%	-3%	10%	1	13%	6%	-8%	-1%
CC(C)[C@H](NC(=O)c1c(F)cccc1F)C(=O)Nc1cccc(Br)c1	28%	-6%	7%	0%	-2	-18%	1%	-8%	-26%
CCCCNC(=O)c1cc([N+](=O)[O-])[nH]n1	10%	-7%	0%	4%	-4	8%	7%	-4%	-14%
Cc1ccc(S(=O)(=O)N2[C@@H](c3ccc(C(C)(C)C)cc3)C(C(=O)O)=CC[C@H]2c2cccs2)cc1	5%	0%	-8%	1%[38.3 µM]	-2	0%	-6%	-4%	-12%
O=C(COC(=O)CCSc1ccccc1)NCc1ccc(F)cc1	27%[57.1 µM]	-2%	7%[57.1 µM]	8%	3	-19%	4%	5%	-15%
O=P(c1ccccc1)(c1ccccc1)C(O)c1ccco1 (stereo unspecified)	27%[57.1 µM]	-3%	16%[57.1 µM]	3%	-6	9%	-7%	1%	-11%
CCCc1cc(=O)oc2cc(OCC(=O)N3C[C@H]4C[C@@H](C3)c3cccc(=O)n3C4)c(Cl)cc12	-2%	-2%	0%	15%	-3	26%	-8%	-2%	9%
COCC(C)n1c(SCC(=O)Nc2c(C)n(C)n(-c3ccccc3)c2=O)nc2ccccc2c1=O (stereo unspecified)	24%	-4%	-5%	-11%	-8	8%	1%	-1%	-15%
O=S(=O)(Cc1nnnn1-c1ccc(Br)cc1)c1ccc(F)cc1	1%	-2%	-2%	8%	-3	-3%	5%	3%	-13%
CC(/C=C/c1ccccc1)=N\NC(=O)C1CC1(C)c1ccccc1 (stereo unspecified)	12%	0%	3%	5%	-3	8%	-4%	-1%	-21%
O=C(Nc1ccc(F)cc1)NC1CCN(Cc2c(F)cccc2Cl)CC1	7%[57.1 µM]	-5%	-2%[57.1 µM]	2%	-6	13%	5%	1%	-5%
CNC(=S)Nc1ccc(Cc2ccncc2)cc1	-4%	-1%	4%	0%	-4	-10%	4%	0%	-20%
O=C(CN1C(=O)NC2(CCCCCCC2)C1=O)NC(=O)NCc1ccco1	-29%	0%	-12%	2%	3	4%	.	-4%	-4%
CC(=O)Nc1ccc(S(=O)(=O)N2CCN(c3cc(C(F)(F)F)ccn3)CC2)cc1	26%[57.1 µM]	-10%	27%	1%	-5	3%	-7%	1%	0%
O=C(CN1CCOCC1)Nc1scc2c1c(=O)oc1ccccc12	25%[57.1 µM]	2%	4%[57.1 µM]	-3%	-3	0%	2%	0%	-1%
O=C(NCc1ccco1)c1ccc2c(c1)N(Cc1ccc(Cl)cc1)C(=O)c1ccccc1S2(=O)=O	23%	-1%	2%	-1%	-10	-17%	-6%	2%	-24%
CCOC(=O)c1cnc(SC)nc1N1CCCC1	9%[57.1 µM]	-4%	2%	11%	-4	32%	-6%	0%	-26%
CCC(=O)N1CCc2cc(S(=O)(=O)NCCC(=O)NCc3ccccc3OC)ccc21	12%	-5%	6%	-2%	-3	20%	12%	-1%	-12%
Cc1nc2ncnn2c(N2CCN(S(=O)(=O)c3ccc(Br)cc3)CC2)c1C	30%[57.1 µM]	-2%	8%[57.1 µM]	3%	-3	-8%	7%	-2%	-18%
O=C(c1ccc(-c2nc3ccccc3s2)o1)N1CCN(c2ccccc2O)CC1	-21%	-6%	-9%	2%	6	-46%	-3%	-15%	-19%
O=C(NC(Nc1ccccn1)C(Cl)(Cl)Cl)c1ccccc1 (stereo unspecified)	13%[57.1 µM]	-3%	-4%[57.1 µM]	-2%	-2	-9%	1%	-2%	-6%
CNc1nc(=S)[nH]c2ccccc12	-10%	3%	-9%	-6%	-1	-6%	0%	0%	-7%
O=C(Nc1nnc(-c2ccccc2)o1)c1cccc(N2C(=O)CCC2=O)c1	-13%	-5%	-12%	2%	9	-1%	-8%	-4%	-7%
O=C(Nc1ccc(Br)cc1)C1CCN(c2ncccn2)CC1	23%	-1%	3%	17%	-7	-4%	-5%	1%	-16%
CCCCCn1c(=O)[nH]c2cc(C(=O)N3CCN(c4cccc(C(F)(F)F)c4)CC3)ccc2c1=O	6%	-3%	-2%	0%	-10	0%	0%	-3%	-19%
COc1cc2c(NC3CCN(C)CC3)nc(N3CCCN(C)CC3)nc2cc1OCCN(C)CCN(C)C	-25%	-4%	87%[activator]	.	4	.	.	3%	.
O=C(CNC(=O)c1ccc(-c2ccccc2)cc1)OCc1c(F)cccc1Cl	26%	-2%	2%	0%	-2	-6%[11.4 µM]	3%	1%	-23%
Cn1c(=O)[nH]c(=O)c2c1nc(N1CCCC1)n2CC(O)COc1ccccc1 (stereo unspecified)	-25%	-2%	-17%	-4%	-4	14%	-19%	-3%	0%
CCOc1ccc(CCNC(=O)COC(=O)c2ccc(Br)o2)cc1OCC	4%	-5%	-5%	4%	-8	4%	-10%	-1%	-7%
CCCSc1nc2cc(OC)c(OC)cc2c(=N)n1CCCN1CCOCC1	12%[57.1 µM]	-6%	-12%	9%	1	-25%	6%	1%	-15%
Clc1ccc(-[n+]2c(-c3cccc(Br)c3)[nH]c3nc4ccccc4nc32)cc1	20%	0%	15%	6%	-1	5%	-9%	0%	5%
Cc1cc(NC(=O)CSc2ccc(-c3cccc([N+](=O)[O-])c3)nn2)no1	6%[57.1 µM]	-1%	6%[57.1 µM]	4%	-3	-39%	-7%	5%	-14%
c1ccc2c(c1)CCN(c1nc3cc4c(cc3s1)OCCO4)C2	-3%	-13%	6%	0%	10	-22%	-4%	0%	-25%
C/C(=N\n1c(C)nc2ccccc2c1=O)c1ccc(C)o1	-1%[57.1 µM]	-3%	2%[57.1 µM]	24%	-6	28%	5%	0%	-11%
CC(=O)c1ccc(N2CCN(C(=O)C(=O)c3cn(CC(=O)N4CCCCCC4)c4ccccc34)CC2)cc1	-3%	-3%	-10%	-6%	-6	-12%	-1%	-8%	-1%

Bioassay records (PubChem)
